GRIN3A LBD mod – modulators (binders) of human NR3A ligand-binding domain. NR3A LBD differential scanning fluorimetry, Tm shift; 0% = protein alone, 100% = glycine-bound protein. Tm shift relative to glycine control, % at 25 µM. hit rate 2.5% among 340,000. AID 1259313;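 active = melting temperature shift of at least 10% of the positive control shift, at one fixed dose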
mIAP act – mouse IAP activation. muIAP, CDP-Star luminescence, 30 min; hits give high values; 1 = vehicle-only enzyme signal, 0 = enzyme-free wells. activation factor at 10 µM. hit rate 0.24% among 330,000. AID 2805;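 active = activation factor of at least 2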; note: the source names both 10 and 20 µM as test concentration; values of inactives mirror those of a sister screen read the other way
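System: Mouse IAP enzyme | Also added: CDP-Star substrate | Dosing: Compounds dispensed in DMSO | Schedule: 30 min enzyme-substrate-compound incubation at room temperature | Technique: Chemiluminescence readout | Control set: DMSO-only wells and no-enzyme negative control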
hIAP inh – human IAP inhibition; purified IAP, CDP-Star luminescence, 30 min; inhibition, % at 10 µM; hit rate 0.12% among 330,000;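 active = inhibition reaching a set limit with compound at 10 µM in the primary screen, cut at about 35% in these data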;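 note: plate controls were DMSO wells with enzyme for no effect and no-enzyme buffer wells for full effect; values of inactives mirror those of a sister screen read the other way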
mIAP inh – mouse IAP inhibition | purified mouse IAP, CDP-Star luminescence, 30 min | inhibition, % at 10 µM | hit rate 0.2% among 330,000;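 active = inhibition of at least 40% at 10 µM in the primary screen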;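 note: plate controls were DMSO with enzyme for no effect and no enzyme wells for full effect; values of inactives mirror those of a sister screen read the other way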
hIAP activ – increases human intestinal alkaline phosphatase activity; purified human IAP, CDP-Star luminescence, 30 min; hits give high values; 1 = vehicle-only enzyme, 0 = enzyme-free background; activation factor at 10 µM; P09923; AID 2524; hit rate 0.16% among 330,000;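 active = activation factor of the enzyme at least 2-fold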; note: the source names both 10 and 20 µM as test concentration; values of inactives mirror those of a sister screen read the other way
A3A deaminase – blocks human APOBEC3A ssDNA deamination; recombinant A3A, FAM/TAMRA ssDNA deamination fluorescence; hit rate 0.41% among 330,000; AID 493011; P31941; inhibition, % at 20 µM;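 active = at least 40% inhibition at 20 µM here, with at most 30% in a related deaminase screen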;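 note: plate controls were A3A with DMSO for no effect and wells lacking A3A enzyme for full effect; some results filed as inactive read as strong as hits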
Target sequence (P31941 whole entry, looked up): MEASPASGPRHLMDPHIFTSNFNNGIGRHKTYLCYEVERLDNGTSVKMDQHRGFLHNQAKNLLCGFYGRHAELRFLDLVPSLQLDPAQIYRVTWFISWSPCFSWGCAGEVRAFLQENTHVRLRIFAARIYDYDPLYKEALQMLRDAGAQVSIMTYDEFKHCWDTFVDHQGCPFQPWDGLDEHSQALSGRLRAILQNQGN
MIN6 prolif – inducers of beta-cell replication in MIN6 cells; hit rate 0.29% among 330,000; proliferation, % at 10 µM; AID 2380; MIN6 cells proliferation, ATPlite luminescence, 48 h; cells starved in 0.2% serum; 100% = growth in 10% serum;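 active = compounds whose signal lies at least 3.5 SD above the mean of all wells on their plate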;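 note: 0% = DMSO-treated cells in low-serum medium and 100% = 10% serum control; some compounds called inactive have numbers as strong as hits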
MPTP inh – inhibitors of mitochondrial permeability transition pore | inhibition, % at 10 µM | hit rate 1.4% among 360,000 | isolated mouse mitochondria, Ca2+ swelling absorbance, 30 min | AID 602449;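 active = inhibition of 50% or more, scaled per plate between neutral and stimulator controls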;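 note: 0% = DMSO wells given calcium and 100% = 1 mM EGTA wells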
A3G deaminase – inhibitors of human APOBEC3G DNA deaminase | Q9HC16 | recombinant A3G, ssDNA deamination FAM/TAMRA fluorescence | inhibition, % at 20 µM | hit rate 0.28% among 330,000 | AID 493012;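 active = inhibition of at least 40% at 20 µM, with no more than 30% in the related APOBEC3A deaminase screen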;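 note: plate controls were DMSO wells with A3G for no effect and wells lacking A3G enzyme for full effect; some compounds called inactive have numbers as strong as hits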
Target sequence (Q9HC16 whole entry, looked up): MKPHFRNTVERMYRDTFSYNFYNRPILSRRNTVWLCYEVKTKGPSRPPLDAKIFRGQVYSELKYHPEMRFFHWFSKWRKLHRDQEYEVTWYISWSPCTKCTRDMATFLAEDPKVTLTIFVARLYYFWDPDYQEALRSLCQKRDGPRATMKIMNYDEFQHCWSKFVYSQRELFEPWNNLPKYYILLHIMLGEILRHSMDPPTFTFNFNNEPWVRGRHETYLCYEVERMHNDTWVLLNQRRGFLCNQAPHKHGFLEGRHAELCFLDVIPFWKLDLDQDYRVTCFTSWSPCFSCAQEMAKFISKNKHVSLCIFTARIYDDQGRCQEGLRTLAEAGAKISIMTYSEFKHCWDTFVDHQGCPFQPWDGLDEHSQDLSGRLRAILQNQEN
Numbers without * were called inactive; · = no result given.

SMILES	GRIN3A LBD mod	mIAP act	hIAP inh	mIAP inh	hIAP activ	A3A deaminase	MIN6 prolif	MPTP inh	A3G deaminase
Cn1ncc2c(NNC(=O)c3ccccc3Cl)ncnc21	-2	0.89	-76	11	1.8	-2	1	0.4	-5
COc1ccc(C(=S)N2CCOCC2)cc1OS(=O)(=O)c1ccccc1[N+](=O)[O-]	4	0.89	4	11	0.96	-5	-2	1.0	-10
Cc1ccc(-c2nnc(NC3CCCCC3)c3ccccc23)cc1S(=O)(=O)N1CCN(C)CC1	-1	1	-20	0	1.2	-7	-3	-0.4	2
CCn1ncc([N+](=O)[O-])c1C(=O)Nc1c(C)cccc1C	-2	1.1	-30	-6	1.3	-3	-2	-0.5	-4
O=C(CNS(=O)(=O)c1ccccc1)NCC(=O)OCc1ccc(C(=O)c2ccccc2)cc1	-3	1	-3	0	1	3	-2	4.0	-4
CC(C)C(NC(=O)c1ccc(F)cc1)C(=O)N1CCC1 (stereo not given)	1	1.1	13	-9	0.87	0	-3	1.5	-3
CCOC(=O)c1c(C)[nH]c(C(=O)COC(=O)c2ccc(O)cc2O)c1C	4	1.1	-5	-5	1.1	1	-3	2.0	-5
COc1cc(CCCN2C(=O)C(=O)NC[C@@H]2CC2CCCCC2)cc(OC)c1OC	1	1	-2	-4	1	-5	3	-1.1	-7
O=C(Nc1ccc(F)cc1)Nc1ccc(N2CCOCC2)c2nonc12	-1	1	2	-2	0.97	-3	1	-0.2	3
Cc1ccc(NC(=O)c2ccccc2Cl)cc1-n1cnnn1	-4	0.98	16	2	0.83	-2	0	1.9	-4
CNC(=S)/N=C(\Nc1ccc(C)cc1)c1ccccc1	1	1	-31	0	1.3	-4	-3	1.6	-8
O=C1/C(=C/c2cccnc2)Oc2cc(OS(=O)(=O)c3ccccc3)ccc21	1	0.89	16	11	0.84	0	-6	-1.4	-4
COc1cc2nc(NCC3CCCO3)n3nc(-c4cccnc4)nc3c2cc1OC (stereo not given)	-1	1	6	0	0.94	0	-4	-2.7	-5
CC(C)COP(=O)(OCC(C)C)C(Nc1ccccc1)c1ccc2c(c1)OCO2 (stereo not given)	5	0.88	15	12	0.85	-2	-4	-0.9	-9
CC(C)C[C@@]12C(=O)N(c3cccc(Cl)c3)C(=O)N1[C@H](c1ccc(Cl)cc1)[C@@H]1C(=O)N(C3CCCCC3)C(=O)[C@@H]12	-5	0.98	-3	2	1	-4	-6	1.3	-7

The list goes on; the last two above are carried over.
SMILES	GRIN3A LBD mod	mIAP act	hIAP inh	mIAP inh	hIAP activ	A3A deaminase	MIN6 prolif	MPTP inh	A3G deaminase
CC(C)COP(=O)(OCC(C)C)C(Nc1ccccc1)c1ccc2c(c1)OCO2 (stereo not given)	5	0.88	15	12	0.85	-2	-4	-0.9	-9
CC(C)C[C@@]12C(=O)N(c3cccc(Cl)c3)C(=O)N1[C@H](c1ccc(Cl)cc1)[C@@H]1C(=O)N(C3CCCCC3)C(=O)[C@@H]12	-5	0.98	-3	2	1	-4	-6	1.3	-7
OC(COCc1ccc(Cl)cc1)CN1CCN(c2ccccn2)CC1 (stereo not given)	0	1.1	-10	-9	1.1	-2	-2	-0.4	-2
O=C(CCc1nc(-c2ccc(Cl)cc2)no1)NC1CCCCC1	0	1	-34	-3	1.3	-3	-3	-0.7	-8
O=C(NCC1CCCO1)C1CC(=O)N(c2cccc(Cl)c2)C1 (stereo not given)	-2	1	-5	-1	1.1	-3	-2	-2.5	-4
COC(=O)C[C@H](NC(=O)Cn1cnc2c(NCc3ccccc3)ncnc21)C(=O)OC	0	1	·	-1	·	-1	·	-0.7	2
O=C(NCCN1CCCCC1)c1cccc2c1C(=O)c1ccc(N3CCCC3)cc1S2(=O)=O	-2	0.96	2	4	0.98	-5	-2	0.2	-14
COc1ccc(CCNC(=O)C(NS(=O)(=O)c2ccc3c(c2)CCN3C(C)=O)C(C)C)cc1OC (stereo not given)	·	1.1	4	-6	0.96	-4	1	·	-10
CN(c1ccccc1)S(=O)(=O)c1ccc2ccccc2c1	0	1	-16	-3	1.2	-5	0	1.9	-9
Cc1cc(Cl)ccc1OCC(=O)NNC(=O)c1cccs1	-2	0.92	-42	8	1.4	-1	-3	0.1	-2
Cc1cc(C(=O)OCC(=O)c2ccc(Cl)c([N+](=O)[O-])c2)c2cccc(C)c2n1	-3	0.91	16	9	0.84	-1	-6	8.6	-6
COC(=O)c1ccc(S(=O)(=O)NCc2ccccn2)n1C	1	1.1	-4	-8	1	-3	0	0.4	-9
COc1ccc(NC(=O)CSc2ncc(-c3ccc(F)cc3)n2Cc2ccco2)cc1	0	0.96	12	4	0.88	-3	-2	5.8	-8
CC(=O)c1ccc2c3c(cccc13)C(=O)N(c1c(C)nn(C)c1C)C2=O	0	0.96	6	4	0.94	48*	-2	-3.7	28
Fc1ccccc1Cn1nnc2c(NCCc3ccccn3)ncnc21	1	0.76	-12	24	1.1	4	-1	-1.2	1
CNC(=S)N(Cc1ccccc1)Cc1cccnc1	1	1.1	7	-7	0.93	-1	3	1.5	-7
CCCn1nnnc1NC(=O)COc1ccc(Cl)cc1C	-1	0.94	9	6	0.91	-2	-3	1.1	-3
CCCc1nc(SCC(=O)Nc2cc(C)on2)c2c(=O)n(C)c(=O)n(C)c2n1	-4	0.93	-2	7	1	-2	-1	2.4	1
O=C(O)Cn1cc(/C=C/[N+](=O)[O-])c2ccccc21	-1	0.94	12	6	0.89	1	-1	-0.9	-1
COc1ccc(NC(=O)c2cc(CN3C(=O)c4ccccc4C3=O)ccc2OC)cn1	4	1	-6	-1	1.1	-2	-2	-0.6	-2
CCOc1ccc2c(c1)-c1c(ssc1=S)C(C)(C)N2C(=O)c1ccco1	0	0.86	5	14	0.95	-5	-6	1.3	-4
CCOC(=O)c1ccc2[nH]c3ccccc3c2c1	-3	1.2	0	-18	1	0	0	0.5	-7
NC(=O)C1CCN(S(=O)(=O)c2cccc(S(=O)(=O)N3CCCCC3)c2)CC1	1	0.88	14	12	0.86	-3	0	0.8	-4
O=C(NC1CCN(C(=S)NCc2ccco2)CC1)C12CC3CC(CC(C3)C1)C2	2	0.82	-38	18	1.4	0	0	12	0
O=C(NCCCN1CCCC1=O)NC1CCCCC1	0	1.2	-10	-16	1.1	2	-4	-0.9	-4
C=CCN(C(=O)Nc1ccccc1)C1CC(=O)N(c2ccc(OC)cc2)C1=O (stereo not given)	-4	0.95	7	5	0.93	-2	-3	0.0	-8
Cc1nc2nc(CSc3ccc(Cl)cc3)cc(=O)n2[nH]1	3	1	-11	0	1.1	-3	-1	-4.7	-7
O=C(Nc1cccnc1)c1cc(-c2ccco2)on1	-1	0.92	0	8	1	-1	-1	-0.4	-6
O=C(N/N=C/c1ccc2cccnc2c1)c1ccco1	-1	0.95	-2	5	1	1	-3	-0.2	-7
Cc1cccc(OCC(=O)Nc2nc3ccc([N+](=O)[O-])cc3s2)c1C	-1	0.91	18	9	0.81	-4	-5	69*	1
CC(C(=O)Nc1ccccc1)N(C)CCOc1ccccc1 (stereo not given)	4	1.1	2	-7	0.98	2	-4	0.6	-11
O=C(N/N=C\c1ccc(Oc2ccccc2)cc1)c1csnn1	-1	0.92	3	8	0.97	-2	0	-0.2	-2

Filtered by structure, the compounds so far with an aryl methoxy group (7)
SMILES	GRIN3A LBD mod	mIAP act	hIAP inh	mIAP inh	hIAP activ	A3A deaminase	MIN6 prolif	MPTP inh	A3G deaminase
COc1ccc(C(=S)N2CCOCC2)cc1OS(=O)(=O)c1ccccc1[N+](=O)[O-]	4	0.89	4	11	0.96	-5	-2	1.0	-10
COc1cc(CCCN2C(=O)C(=O)NC[C@@H]2CC2CCCCC2)cc(OC)c1OC	1	1	-2	-4	1	-5	3	-1.1	-7
COc1cc2nc(NCC3CCCO3)n3nc(-c4cccnc4)nc3c2cc1OC (stereo not given)	-1	1	6	0	0.94	0	-4	-2.7	-5
COc1ccc(CCNC(=O)C(NS(=O)(=O)c2ccc3c(c2)CCN3C(C)=O)C(C)C)cc1OC (stereo not given)	·	1.1	4	-6	0.96	-4	1	·	-10
COc1ccc(NC(=O)CSc2ncc(-c3ccc(F)cc3)n2Cc2ccco2)cc1	0	0.96	12	4	0.88	-3	-2	5.8	-8
COc1ccc(NC(=O)c2cc(CN3C(=O)c4ccccc4C3=O)ccc2OC)cn1	4	1	-6	-1	1.1	-2	-2	-0.6	-2
C=CCN(C(=O)Nc1ccccc1)C1CC(=O)N(c2ccc(OC)cc2)C1=O (stereo not given)	-4	0.95	7	5	0.93	-2	-3	0.0	-8

The results go on.
SMILES	GRIN3A LBD mod	mIAP act	hIAP inh	mIAP inh	hIAP activ	A3A deaminase	MIN6 prolif	MPTP inh	A3G deaminase
Cc1ccc2occ(C(=O)c3ccco3)c(=O)c2c1	-18	0.93	22	7	0.78	-8	-4	0.3	-8
CCOc1ccc(C(=O)NC2CCN(C(=O)Nc3ccccc3OC)CC2)cc1	1	0.96	9	4	0.91	1	2	-0.7	-2
CCCc1cc(N2CCCC(C(=O)Nc3cc(Cl)ccc3OC)C2)n2ncnc2n1 (stereo not given)	-1	1	7	-4	0.93	1	2	-0.5	-5
COc1ccccc1N1C(=O)C2C3C=CC(C3)C2(C)C1=O (stereo not given)	2	0.95	2	4	0.98	-3	0	-0.9	-6
CC1CCN(S(=O)(=O)c2ccc3c(c2)oc(=O)n3CC(=O)N2CCc3ccccc3C2)CC1	3	0.78	-6	22	1.1	-3	-4	1.1	-7
COc1cccc(Cn2cccc(NC(=O)Nc3cccc(C#N)c3)c2=O)c1	-3	1	5	-4	0.95	4	-3	·	-2
Cc1ccc(C(=O)NCC(c2ccc(F)cc2)N2CCOCC2)cc1 (stereo not given)	0	1	-15	-4	1.1	-7	-2	2.9	-4
CCC(C(=O)OCc1csc(CC(=O)Nc2ccccc2C)n1)c1ccccc1 (stereo not given)	-2	1.1	-5	-7	1	-4	-6	-1.0	-10
COc1cccc(C(=O)OC(C)C(=O)Nc2ccc3c(c2)OCO3)c1 (stereo not given)	2	1.1	19	-8	0.81	1	-8	-1.6	7
Cc1cccc(-n2cc(-c3ccccc3)c3c(N4CCOCC4)ncnc32)c1	3	1.1	2	-10	0.98	-3	-6	0.9	11
CCOC(=O)c1oc2cccc(OCC(O)CNC(C)C)c2c1C (stereo not given)	0	1	3	0	0.97	4	-1	1.9	0
O=C(Nc1ccncc1)c1ccc(S(=O)(=O)Nc2ccccc2)cc1	-1	1.1	-8	-5	1.1	-5	-2	-0.8	-6
O=C(CN1CCCCC1)Nc1nnc(-c2ccccc2)s1	2	1.1	10	-10	0.9	0	-3	0.2	-6
COc1cc(OC)cc(C(=O)NCC(=O)OCC(=O)Nc2ccc3c(c2)OCO3)c1	-1	1	-13	-4	1.1	3	-3	-0.9	-10
CC(=O)Nc1ccc(NC(=O)C(C)OC(=O)CC23CC4CC(CC(Br)(C4)C2)C3)cc1 (stereo not given)	-4	1.2	-10	-18	1.1	-4	-1	-1.0	-7
O=C(NC(=S)N1CCN(c2ccc(O)cc2)CC1)c1cccs1	4	0.95	4	5	0.96	-1	-5	1.2	-3
C=CCN(C(=O)c1csnn1)C(C(=O)NCc1ccc(F)cc1)c1sccc1C (stereo not given)	1	1.1	-15	-5	1.2	-3	-3	0.2	-9

Assay outcomes as filed in PubChem.
